Tau FP inhib – blocks human tau fibril formation measured by polarization | K18 P301L tau heparin fibrillization, Alexa594 FP, 6 h | 0.39% of 280,000 active | Potency, µM (top dose mostly 57.7 µM), for the others: at the highest dose activity, negative = inhibition, usual class: inhibitors | P10636; note: nearly all actives have a fitted effect of over 55% in size
Target sequence (P10636 561-689 P618L limits assumed): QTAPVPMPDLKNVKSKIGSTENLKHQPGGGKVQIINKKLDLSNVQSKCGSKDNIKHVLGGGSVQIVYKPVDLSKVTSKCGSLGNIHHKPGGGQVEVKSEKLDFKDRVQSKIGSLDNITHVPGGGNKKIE
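Compound effects on tau fibrillization are measured by Alexa 594 fluorescence polarization (ex 555, em 632 nm). K18 P301L tau is used at 15 uM with 0.24 uM labeled tracer, and 20 uM heparin induces aggregation over 6 hr at 37 C.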
Tau ThT inhib – inhibitors of human tau fibril formation, thioflavin T binding; P10636; recombinant tau K18 P301L, heparin-induced fibrillization, ThT fluorescence; Potency, µM (titrated, usually from 57.4 µM), inactives show top-dose activity, negative = inhibition, most hits filed as inhibitors; 2.1% of 270,000 active; note: nearly all actives have a fitted effect of over 55% in size
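Aggregation was driven by heparin (20 uM final) acting on recombinant tau […] bearing P301L in 100 mM sodium acetate pH 7; fibrils were detected with Thioflavin T.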
Tau fluor cs – counter-screen for tau fibril formation inhibitors; AID 1463; Potency, µM (top dose mostly 57.7 µM), for the others: at the highest dose activity change, negative = decrease; 0.93% of 280,000 active; tau K18 P301L Alexa594 fluorescence, heparin fibrillization; note: nearly all actives have a fitted effect of over 55% in size
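Human tau K18 P301L (15 uM unlabeled, 0.24 uM Alexa 594-labeled) in 100 mM sodium acetate pH 7 with 20 uM heparin, 6 hr at 37 C. ThT 30 uM added, 1 hr ambient; Alexa 594 FP and total fluorescence read at 555/632 nm.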
Active calls of the source: *; ? = inconclusive; [ ] = dose if it differs, or a comment. Calls come from the whole dose curve; as a rule, active = well fitted curve in the direction sought with a large enough effect; inconclusive = small, poorly fitted or top-dose-only effect, or another doubt; inactive = no such curve, though single readings can be large; an effect the other way counts as inactive or inconclusive. % is set by controls: 0 for no effect and ±100 for the full control effect; potency is the fitted concentration of half-maximal effect. A portion of the library. The share of hits here may be higher or lower than overall.

SMILES | Tau FP inhib | Tau ThT inhib | Tau fluor cs
CCOC(=O)c1ccc(NC(=O)c2cc3c([nH]c2=O)CC(c2ccccc2)CC3=O)cc1 (stereo not drawn) | -3% | -14% | -7%
O=C(Cn1nc2c(cc1=O)CCCC2)NCc1ccccc1Cl | -3% | 5% | -1%
COc1ccc(N2C(=O)CS(=O)(=O)C23C(=O)N(Cc2ccccc2)c2ccccc23)cc1 (stereo not drawn) | -10% | -8% | -25%
O=C(NCCc1ccccc1)c1ccc(Cn2c(=O)c3cccn3c3cccnc32)cc1 | -8% | ? | 3%
NS(=O)(=O)c1ccc(NC(=O)CN2CCN(c3ccc(F)cc3)CC2)cc1 | 6% | 2% | 0%
COc1ccc(C2C(=O)N(C3CCC(C)CC3)CC(=O)N2Cc2ccc(C)cc2)cc1OC (stereo not drawn) | 8% | -5% | -1%
CCCCN(CC)C(=O)c1nn(C)c2c1CSc1ccccc1-2 | ? | -7% | 14µM*[quencher]
O=C(Nc1ccc(F)c(Cl)c1)c1cc(S(=O)(=O)N2CCCc3ccccc32)ccc1F | ? | -4% | ?
Cc1nc(N2CCOCC2)c2c(C(=O)NCc3ccc(Cl)cc3)c(C)oc2n1 | -1% | 2% | 3%
CCc1cccc(-n2c(=O)c3cccnc3n2CC(=O)Nc2ccc(F)c(C)c2)c1 | ? | -1% | -26%
CC(C)CCNc1nc(Nc2ccccc2)c2cnn(C)c2n1 | ? | -12% | ?
COc1ccc(CNC(=O)Cn2c(=O)cc(-c3ccccc3)c3c(C)nn(C)c32)cc1 | 0% | -3% | -3%

Structures listed so far containing sulfur, in the order listed:
SMILES | Tau FP inhib | Tau ThT inhib | Tau fluor cs
COc1ccc(N2C(=O)CS(=O)(=O)C23C(=O)N(Cc2ccccc2)c2ccccc23)cc1 (stereo not drawn) | -10% | -8% | -25%
NS(=O)(=O)c1ccc(NC(=O)CN2CCN(c3ccc(F)cc3)CC2)cc1 | 6% | 2% | 0%
CCCCN(CC)C(=O)c1nn(C)c2c1CSc1ccccc1-2 | ? | -7% | 14µM*[quencher]
O=C(Nc1ccc(F)c(Cl)c1)c1cc(S(=O)(=O)N2CCCc3ccccc32)ccc1F | ? | -4% | ?

(more compounds)
SMILES | Tau FP inhib | Tau ThT inhib | Tau fluor cs
Cc1ccc(S(=O)(=O)c2nnn3c2nc(NC2CCCCC2)c2sccc23)cc1C | ? | -10% | ?
CCN(Cc1ccccc1)C(=O)CCS(=O)(=O)c1ccc2c(c1)oc(=O)n2C | ? | -4% | -12%
COCCCNC(=O)CSC1=Nc2ccccc2C2=NC(CCC(=O)NCc3ccc(OC)cc3)C(=O)N12 (stereo not drawn) | -4% | 6% | -10%
O=C1c2oc3ccc(F)cc3c(=O)c2C(c2cccc([N+](=O)[O-])c2)N1CCCN1CCOCC1 (stereo not drawn) | 7% | ? | -11%
COc1ccccc1CNC(=O)CN1C(=O)COc2ccc(S(=O)(=O)N3CCCCC3)cc21 | 2% | 9% | -4%
Cc1nn(C(=O)c2cccc(F)c2)c(C)c1S(=O)(=O)N1CCOCC1 | ? | -15% | 13%
CCCn1cc(S(=O)(=O)c2ccc(C)cc2)c(=O)c2cc(F)c(N3CCCC3)cc21 | -7% | 15% | 15%
CCOc1cc(CNC(=O)c2ccc3nc(C(C)C)oc3c2)cc(OCC)c1OCC | 1% | ? | 4%
COc1ccc(C)cc1NC(=O)Cn1c(=O)ccc2cc(S(=O)(=O)N3CCC(C)CC3)ccc21 | 3% | 0% | ?
CCc1ccc(-c2cn3c(n2)sc2cc(C(=O)NCCC4=CCCCC4)ccc23)cc1 | -12% | -9% | -10%
Cc1cccc(-c2nc3nc(C)cc(NC(C)c4ccccc4)n3n2)c1 (stereo not drawn) | -11% | -16% | -17%
O=C(CCSCc1cccc(Cl)c1)N1CCN(c2ccc(Cl)cc2)CC1 | 10% | ? | -14%
Cc1cccc(N2CCN(C(=O)c3ccc(NC(=O)c4nsc5ccccc45)cc3)CC2)c1C | 1% | 2% | -5%
Cc1cccc(OCCSc2nc3ccc(NC(=O)COc4ccccc4F)cc3s2)c1 | ? | ? | ?
CC(=O)c1cccc(NS(=O)(=O)c2cc3c(cc2C)N(C(C)=O)CCO3)c1 | -1% | -9% | -2%
COc1ccc(NC(=O)CSc2nc3ccccc3nc2Cc2ccc(C)cc2)cc1Cl | ? | 0% | -12%
COc1cccc(-n2c(SCC(=O)c3ccccc3)nc3c([nH]c4ccccc43)c2=O)c1 | -6% | -4% | -7%
CC(=O)c1cccc(NC(=O)C2CCCN(c3nnc(-n4cccc4)s3)C2)c1 (stereo not drawn) | 2% | -12% | -27%
Cc1ccc(Cc2nc3ccccc3nc2SCC(=O)N2CCN(c3ccc(F)cc3)CC2)cc1 | 1% | ? | -19%
COc1ccc(NS(=O)(=O)c2cc3[nH]c(=O)c(=O)[nH]c3cc2C)cc1Cl | 1% | -16% | 0%
Cc1cccc(-c2cc(NC(=O)c3ccccc3C)n(-c3ccccc3)n2)c1 | ? | -3% | -20%
Cc1ccc(NC(=O)N2CCC(CN3CCCC3)CC2)c(C)c1 | -5% | 3% | 3%
Cc1ccc(N2CC(NC(=O)c3cccc(Cl)c3)CC2=O)cc1C (stereo not drawn) | 2% | -3% | -9%
CCN(CC)CCNC(=O)c1c(C)oc2ncn(C)c(=O)c12 | 3% | -2% | -5%

Compounds above that contain an NH in an aromatic ring, in the order listed:
SMILES | Tau FP inhib | Tau ThT inhib | Tau fluor cs
CCOC(=O)c1ccc(NC(=O)c2cc3c([nH]c2=O)CC(c2ccccc2)CC3=O)cc1 (stereo not drawn) | -3% | -14% | -7%
COc1cccc(-n2c(SCC(=O)c3ccccc3)nc3c([nH]c4ccccc43)c2=O)c1 | -6% | -4% | -7%
COc1ccc(NS(=O)(=O)c2cc3[nH]c(=O)c(=O)[nH]c3cc2C)cc1Cl | 1% | -16% | 0%

Carrying on:
SMILES | Tau FP inhib | Tau ThT inhib | Tau fluor cs
COc1ccc(-n2ncc(C(=O)NCc3cccs3)c2C2CCN(C(=O)OC(C)(C)C)CC2)cc1 | 0% | -5% | -13%
Cc1cc(S(=O)(=O)Nc2ccc(-c3ccc(N4CCCCC4)nn3)cc2)c(C)cc1Cl | 6% | ? | -26%
COc1ccc(Nc2nc3c(S(=O)(=O)c4ccccc4)nnn3c3ccsc23)cc1OC | 8% | -15% | -23%
CC(C)C(=O)Nc1nnc(S(=O)(=O)N(C)Cc2ccc(F)cc2)s1 | -2% | 6% | 0%
COc1ccc(NC(=O)Cn2c(=O)oc3cc(S(=O)(=O)NC4CCCC4)ccc32)cc1OC | -10% | -4% | -13%
Cc1c(C(=O)Nc2ccc(F)cc2)oc2ccc(S(=O)(=O)N3CCCCCC3)cc12 | ? | -3% | ?
CCOc1ccc(OCC)c(NC(=O)CN(C)S(=O)(=O)c2ccc3c(c2)CCCC(=O)N3)c1 | -2% | -6% | -10%
CCc1ccc(NC(=O)N2CCC(N3CCN(Cc4ccc(C)cc4)C(=O)C3=O)CC2)cc1 | -3% | -5% | -5%
O=C(NCc1ccc2c(c1)CCN2C(=O)c1ccccc1)c1ccc(Br)o1 | 5% | 3% | -2%
COc1ccccc1NC(=O)C1=C(C)Nc2nc(SCC(=O)c3ccc(C)cc3)nn2C1c1ccccc1C (stereo not drawn) | 3% | 15% | -2%
CN(C(=O)CSc1nc2ccc(NC(=O)c3ccccc3)cc2s1)c1ccccc1 | -15% | -1% | ?
COc1cc(-c2ccno2)ccc1S(=O)(=O)N1CCN(c2ccc(F)cc2)CC1 | -10% | -5% | ?

Structures shown so far with a thiophene ring, fused or not, in the order listed:
SMILES | Tau FP inhib | Tau ThT inhib | Tau fluor cs
Cc1ccc(S(=O)(=O)c2nnn3c2nc(NC2CCCCC2)c2sccc23)cc1C | ? | -10% | ?
COc1ccc(-n2ncc(C(=O)NCc3cccs3)c2C2CCN(C(=O)OC(C)(C)C)CC2)cc1 | 0% | -5% | -13%
COc1ccc(Nc2nc3c(S(=O)(=O)c4ccccc4)nnn3c3ccsc23)cc1OC | 8% | -15% | -23%

Further records.
SMILES | Tau FP inhib | Tau ThT inhib | Tau fluor cs
Cc1ccc(S(=O)Cc2nc(-c3ccc(C(=O)NCc4cccc(C)c4)cc3)oc2C)cc1 (stereo not drawn) | -7% | -2% | 4%
COc1ccc(OC)c(CNC(=O)C2CCN(S(=O)(=O)c3ccc4[nH]c(=O)oc4c3)CC2)c1 | -12% | -1% | -17%
COc1cc(NC(=O)CSc2ccc(-c3ccccn3)nn2)cc(OC)c1 | -16% | -14% | -24%
CSc1ccccc1NC(=O)C1=CC(c2ccc3c(c2)OCO3)=NS(=O)(=O)N1C | ? | -1% | 10%
Cc1onc(-c2ccc(F)cc2F)c1C(=O)Nc1cccc(C(F)(F)F)c1 | ? | 2% | -25%
CCOC(=O)C1CCC(CN(Cc2ccc(OC)cc2)S(=O)(=O)c2ccc(F)c(C(=O)Nc3cc(Cl)ccc3OC)c2)CC1 (stereo not drawn) | -19% | 1% | -18%
Cc1cc(C)cc(N2C(=O)CCSC23C(=O)N(Cc2ccccc2)c2ccccc23)c1 (stereo not drawn) | ? | ? | -19%
CCc1cccc(NC(=O)c2cn3c4c(ccc(Cl)c4c2=O)OC(C)C3)c1 (stereo not drawn) | -8% | -4% | -11%
Cc1cc(C)c2c(=O)cc(CSc3n[nH]c(C)n3)[nH]c2c1 | 2% | -4% | -4%
COc1ccc(-c2nc(CSc3nnc(C)n4c3cc3occc34)c(C)o2)cc1OC | 12% | ? | -11%
Cc1ccc2nc(CN3CCN(S(=O)(=O)c4ccccc4)CC3)oc2c1 | 6% | -2% | -4%
CCOc1ccc(CNC(=O)CSc2nnc(C)c3c(C)n(-c4ccccc4)nc23)cc1 | -1% | -12% | -2%
CCOc1ccccc1NC(=O)CN1C=NS(=O)(=O)c2ccccc21 | -1% | -8% | -17%
O=C(CSc1nnc(-c2cccs2)o1)Oc1ccc(Cl)cc1 | -3% | -10% | 1%
CC(C)Cn1cc(NC(=O)N2CCN(c3cccc(C(F)(F)F)c3)CC2)c2ccccc2c1=O | 5% | ? | -9%
Cc1ccc(CNC(=O)CN2C(=O)CC(c3ccc(C)c(C)c3)=Nc3ccccc32)cc1 | 7% | -1% | 5%
COc1cccc(CSc2nc3ccccc3c3nc(CCn4c(C)nc5ccccc54)nn23)c1 | 2% | 3% | 18%
Cc1ccc(-n2ncc(C(=O)NCCc3ccsc3)c2C2CCN(C(=O)OC(C)(C)C)CC2)cc1C | 2% | -16% | -14%
COc1cccc(CNC(=O)c2ccc3c(c2)N(C)C(=O)C2CCCCN32)c1 (stereo not drawn) | 4% | -9% | -9%
Cc1ccc(NC(=O)C2CCN(c3nc4ccccc4nc3C(F)(F)F)CC2)cc1F | ? | 6% | -20%
CCOc1ccccc1CNC(=O)c1cnc2sc(N(CC)CC)nn2c1=O | 7% | -9% | -9%
CCOc1ccccc1CNC(=O)Cn1ncn2nc(-c3cccs3)cc2c1=O | -11% | -15% | -16%
Cc1cccc(N2CCN(C(=O)c3ccc4c(c3)N(Cc3cccc(Cl)c3)C(=O)c3ccccc3S4=O)CC2C)c1 (stereo not drawn) | -3% | -10% | -14%
O=S(=O)(Nc1ccc(-c2ccc(N3CCCCCC3)nn2)cc1)c1ccc(C(F)(F)F)cc1 | -3% | 3% | 3%
Cc1nn(C)c2c1c(-c1ccccc1)cc(=O)n2C(C)C(=O)NCCc1ccc(Cl)cc1 (stereo not drawn) | -2% | ? | -14%
CCOC(=O)c1ccc(OC(=O)c2cn(-c3cccc(OC)c3)c(=O)c3ccccc23)cc1 | 2% | -5% | -12%
CCOc1ccc(CNC(=O)C2Cc3ccccc3N2C(=O)CC)cc1 (stereo not drawn) | 2% | -2% | 1%
COc1ccc(NC(=O)CSc2ccc3nc(-c4ccccc4)cn3n2)c(OC)c1 | 4% | ? | -21%
CCOC(=O)c1cccc(NC(=O)NC2COc3ccccc3C2)c1 (stereo not drawn) | ? | -5% | -14%
CC(C)NC(=O)CSc1nc2ccccc2c(=O)n1Cc1ccc(C(=O)NC(C)C)cc1 | -6% | 8% | 9%
COc1ccc(Br)cc1CNC(=O)CCSCc1ccc(C)cc1 | -13% | -15% | -23%
CN(c1ccccc1)S(=O)(=O)c1nnc(NC(=O)COc2ccccc2)s1 | ? | ? | ?
Cc1ccc(NC(=O)Cn2nc(-c3ccccc3)nc(Cc3ccccc3)c2=O)cc1 | 3% | 9% | 8%
CCOC(=O)C1CCN(C(=O)CN2c3ccc(CC)cc3-c3ccccc3S2(=O)=O)CC1 | 6% | 1% | 5%
COc1ccc(Cl)cc1Nc1ccc2cc(S(=O)(=O)N3CCCCC3)ccc2n1 | 0% | -9% | 10µM*[quencher]
CCOC(=O)c1noc2nc(C)n(CC(=O)Nc3ccc(Br)cc3C)c(=O)c12 | -7% | -7% | -10%
CSc1ncc2c(n1)-c1ccccc1N(Cc1ccc(Cl)cc1)S2(=O)=O | -9% | 4% | -13%
CCOC(=O)c1ccc(CN(Cc2ccc(F)cc2)S(=O)(=O)c2cc(C(=O)Nc3cccc(C(F)(F)F)c3)ccc2F)cc1 | 14µM* | 7% | 0%

Assay outcomes deposited in PubChem BioAssay by National Center for Advancing Translational Sciences (NCATS).
